Bioassay records from PubChem.
GCN5L2 inh – inhibitors of human GCN5L2 histone acetyltransferase; Q92830; GCN5L2 HAT assay, ThioGlo1 CoA-SH fluorescence; Potency, µM (titrated, usually from 58.9 µM), without a hit: at the highest dose activity change, negative = inhibition, hits mostly inhibitors; 390,000 tested, 0.21% active; AID 504327
Target sequence (Q92830 whole entry, looked up): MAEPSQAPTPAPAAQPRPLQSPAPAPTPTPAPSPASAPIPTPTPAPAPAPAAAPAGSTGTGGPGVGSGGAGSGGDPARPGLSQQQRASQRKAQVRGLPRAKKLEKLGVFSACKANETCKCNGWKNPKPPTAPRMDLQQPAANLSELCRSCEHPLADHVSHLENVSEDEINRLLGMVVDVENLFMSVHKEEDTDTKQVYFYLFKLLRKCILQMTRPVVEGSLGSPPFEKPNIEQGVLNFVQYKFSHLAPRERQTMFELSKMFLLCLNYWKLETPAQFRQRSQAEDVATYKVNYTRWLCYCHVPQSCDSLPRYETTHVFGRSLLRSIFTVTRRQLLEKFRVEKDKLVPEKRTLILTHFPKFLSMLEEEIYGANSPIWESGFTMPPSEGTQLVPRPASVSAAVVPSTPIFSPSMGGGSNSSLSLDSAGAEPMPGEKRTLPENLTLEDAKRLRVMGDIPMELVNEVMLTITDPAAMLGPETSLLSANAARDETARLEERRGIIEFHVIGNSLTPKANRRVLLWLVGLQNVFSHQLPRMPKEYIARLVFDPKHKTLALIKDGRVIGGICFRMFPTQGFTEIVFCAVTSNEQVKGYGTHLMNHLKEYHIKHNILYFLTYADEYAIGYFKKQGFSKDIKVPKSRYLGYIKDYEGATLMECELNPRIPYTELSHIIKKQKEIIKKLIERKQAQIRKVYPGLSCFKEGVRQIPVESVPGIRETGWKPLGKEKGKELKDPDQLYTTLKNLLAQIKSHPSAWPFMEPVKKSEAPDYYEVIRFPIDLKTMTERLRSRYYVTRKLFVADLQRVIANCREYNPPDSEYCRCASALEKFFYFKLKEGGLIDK
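GCN5L2 (20nM final) in 50mM HEPES, 0.1mM EDTA pH 7.5, 0.01% Tween-20 was preincubated 15 min at room temperature with compound, then given ThioGlo1 (50uM), H3(1-25) peptide (75uM) and acetyl-CoA (70uM); CoA-thiol fluorescence (Ex340/Em540) was read at 0 and 20 min.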
N370S GC – inhibitors or activators of N370S glucocerebrosidase for Gaucher disease; Potency, µM (doses to about 59.4 µM), for the others: top-dose activity change, negative = inhibition, actives largely listed as inhibitors; N370S GC spleen homogenate, 4MU-glucoside fluorescence; AID 2101; 330,000 tested, 0.092% active;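 also: 0% = full enzyme activity and -100% = no enzyme basal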
FEN1 inh – inhibitors of human flap endonuclease 1; P39748; Recombinant FEN1 flap cleavage, fluorescence, 15 min; Potency, µM (titrated, usually from 114 µM), inactives show at the highest dose activity change, negative = inhibition, hits mostly inhibitors; 390,000 tested, 0.35% active; also: nearly all actives have a fitted effect of over 65% in size
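Reaction started by adding substrate (50 nM final) to 10 nM enzyme after 15 min room-temperature compound preincubation. Reads at 0 and 15 min, with data normalized and fitted to a four-parameter Hill equation.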
An asterisk follows results filed as active; ? = inconclusive; . = not tested or not shown; [ ] = remark or other dose. Calls follow the shape of the dose curve; as a rule, active = well fitted curve in the direction sought with a large enough effect; inconclusive = small, poorly fitted or top-dose-only effect, or another doubt; inactive = no such curve, though single readings can be large; an effect the other way counts as inactive or inconclusive. Unless noted, % is scaled to controls: 0 for no effect and ±100 for the full control effect; potency is read from the fitted curve at half-maximal effect.

SMILES | GCN5L2 inh | N370S GC | FEN1 inh
Cc1[nH]c(=O)[nH]c1C(=O)CCCCC(=O)O | -1% | -3% | -24%
CCN(CC(=O)Nc1ccc(NC(C)=O)cc1)C(=O)c1oc2c(ccc3ccccc32)c1C | 0% | . | -2%
O=C(O)CCN1C(=O)c2ccc(NC(=O)CSc3ccc(Cl)cc3)cc2C1=O | -9% | 5% | -7%
C[C@@H]1CC=C[C@H]2[C@H]1C(=O)N(Cc1ccccc1)[C@H]2c1ccc(F)c(Br)c1 | -1% | 15% | .
CCCOc1ccc(S(=O)(=O)N2CCN(C)CC2)c2ccccc12 | -4% | -16% | 11%
CCOc1ccc2oc(=O)cc(CN3CCN(Cc4ccccc4)CC3)c2c1 | -10% | -25% | 3%
Cc1cccc(CCNC(=O)c2ccc3c(c2)nc2n3CCCCC2)c1 | -12% | . | -19%
COc1cccc(NC(=O)C2CCN(S(C)(=O)=O)CC2)c1 | -2% | 1% | -3%
Cc1ccc(S(=O)(=O)N2CCN(C(=O)CN3C(=O)NC(C)(c4ccc(Cl)cc4)C3=O)CC2)c(C)c1 (stereo unspecified) | -9% | . | 2%
CC(C)CN(C(=O)COC(=O)c1ccc([N+](=O)[O-])s1)c1c(N)n(Cc2ccccc2)c(=O)[nH]c1=O | -4% | -8% | -19%
Cc1cc(Nc2cccc(Cl)c2C)n2nc(Cc3ccccc3)nc2n1 | -11% | . | 9%
CC(=O)Nc1ccc(NC(=O)C(C)OC(=O)c2ccc3ccccc3n2)cc1 (stereo unspecified) | 2% | . | -4%
Cn1c(COc2ccccc2)nnc1SCC(=O)Nc1ccc2c(c1)OCO2 | -2% | -22% | -3%
COc1cc(N)c(Cl)cc1C(=O)OCC(=O)NCc1cccs1 | -7% | . | 12%
Cc1ccc(NC(=S)NC(C)(C)C)c([N+](=O)[O-])c1 | 0% | 1% | -2%
O=C(Nc1cc(C(F)(F)F)ccc1-n1cncn1)c1ccc([N+](=O)[O-])o1 | -3% | 2% | -20%
N#Cc1ccccc1S(=O)(=O)N1CCN(C(=O)[C@H](Cc2ccccc2)NC(=O)c2ccco2)CC1 | 3% | . | -3%
CCOc1ccc(C)cc1S(=O)(=O)NC1CCCCCC1 | -3% | 12% | -11%
Cc1ccc2c(c1)Cc1c(nc(-c3ccc(Cl)cc3)nc1SCC(=O)N1CCCCC1)O2 | -3% | . | 15%
CCOc1ccccc1NC(=O)c1cc(C(=O)Nc2ccccc2OCC)cc(N2C(=O)CCC2=O)c1 | 2% | -3% | -7%
O=c1c2ccccc2nc(/C=C/c2ccc(Cl)cc2)n1CCO | -7% | 23% | 2%
C=CCn1c(SCC(=O)O)nnc1-c1cccc(Cl)c1 | 3% | 4% | 36%[activator]
Cc1ccccc1NC(=O)CC(=O)c1ccccc1 | -1% | 2% | -1%
Cc1cc(NC(=O)C(C)Oc2ccc(C(C)(C)C)cc2)no1 (stereo unspecified) | ? | -3% | 6%
CC(=O)Nc1ccc(NC(=O)C2CCCN2C(=O)Nc2ccc(F)c([N+](=O)[O-])c2)cc1 (stereo unspecified) | 2% | -10% | 9%

3 records drawn at random from those above:
SMILES | GCN5L2 inh | N370S GC | FEN1 inh
CCN(CC(=O)Nc1ccc(NC(C)=O)cc1)C(=O)c1oc2c(ccc3ccccc32)c1C | 0% | . | -2%
CCOc1ccc(C)cc1S(=O)(=O)NC1CCCCCC1 | -3% | 12% | -11%
Cc1ccc2c(c1)Cc1c(nc(-c3ccc(Cl)cc3)nc1SCC(=O)N1CCCCC1)O2 | -3% | . | 15%

(list continues)
SMILES | GCN5L2 inh | N370S GC | FEN1 inh
CCN(C(=O)COC(=O)/C=C/c1cccc([N+](=O)[O-])c1)c1c(N)n(Cc2ccccc2)c(=O)[nH]c1=O | -4% | . | -2%
Cc1cc(NC(=O)Cn2cnc3c(cnn3C(C)(C)C)c2=O)no1 | -6% | -4% | -4%
O=C(NNC(=O)c1ccccc1O)c1ccco1 | -6% | -22% | 16%
COC(=O)c1cc(NC2c3ccccc3C(=O)N2c2cccnc2)cc(C(=O)OC)c1 (stereo unspecified) | -2% | -2% | -6%
Cc1ccc(S(=O)(=O)N(C)c2ccc(OCC(=O)Nc3nc(-c4ccccc4)cs3)cc2)cc1 | -14% | -9% | -6%
CCn1c(COc2ccc(C(C)C)cc2)nnc1SCC(=O)Nc1nccs1 | -4% | 3% | 1%
CCOc1ccc(S(=O)(=O)Nc2ccc(C(=O)N(C)CC(=O)Nc3ccc(OC)cc3)cc2)cc1 | -16% | -7% | -15%
Cc1ccc(OCC(=O)O/N=C(\N)c2cccc([N+](=O)[O-])c2)cc1C | 0% | -8% | -1%
Cc1ccc(O)c(-c2[nH]ncc2C(=O)c2ccc(Cl)cc2)c1 | 1% | -4% | 0%
S=C(Nc1ccccc1)N1N=C(c2cccs2)CC1c1cccs1 (stereo unspecified) | -21% | 10% | -2%
CC1=CC(c2ccc(Cl)cc2)n2nc(NC(=O)CCC(=O)O)nc2N1 (stereo unspecified) | -20% | ? | 4%
O=C(O)c1ccc2c3c(ncnc13)-c1ccccc1C2=O | -12% | 4% | ?
Cc1nc(-c2ccccn2)nc(N(C)c2ccccc2)c1Cl | -2% | -3% | -7%
CCOC(=O)C1(Cc2cccc(OC)c2)CCN(Cc2csc(C(C)=O)c2)CC1 | 19% | 3% | -11%
O=c1oc2c(CN3CCOCC3)c(O)c(Cl)cc2c2c1CCC2 | ? | ? | .
CNCc1ccccc1Sc1ccc(OC)c(OC)c1 | -1% | -5% | 6%
COc1ccc(CN(C(=O)CSc2nnc(-c3ccccc3C)o2)c2ccc(F)cc2)cc1 | -2% | -3% | -11%
CCOC(=O)C1CCN(C(=O)c2cccnc2)CC1 | -1% | 4% | 7%
COc1ccc(NC(=O)Cc2c(C(=O)O)n(C)c3ccccc23)cc1OC | -25% | -2% | -5%
O=C(CCCOc1ccc(Cl)cc1Cl)N/N=C/c1cccc([N+](=O)[O-])c1 | 24% | 4% | -22%
COc1cc2c(cc1OC)CN(CC(=O)Nc1ccc3c(c1)OCO3)CC2 | -1% | 2% | 0%
CN(c1ccc(C(=O)NCc2ccc3c(c2)OCO3)cc1)S(=O)(=O)c1ccccc1 | -15% | 5% | -4%
OCCN(Cc1ccccc1)CC1CC2C=CC1C2 (stereo unspecified) | . | -6% | -3%
O=S(=O)(Cc1ccccc1Cl)Nc1ccccn1 | -9% | 6% | -3%
Cc1ccc2c(C(=O)CN3CCOCC3)c(C)[nH]c2c1 | -1% | 15% | -1%

The list goes on.
SMILES | GCN5L2 inh | N370S GC | FEN1 inh
CN1CCC(NC(=S)Nc2cccc([N+](=O)[O-])c2)CC1 | -7% | -7% | -5%
COc1ccc(/C=C/c2nc(C#N)c(N3CCCCC3)o2)cc1OC | -21% | . | -29%
CN(C(=O)CN1C(=O)c2cc(Cl)c(Cl)cc2C1=O)C1CCS(=O)(=O)C1 (stereo unspecified) | -3% | 1% | -3%
O=C(Nc1cccnc1)c1cc(Cl)ccc1Cl | 2% | -8% | 2%
CCOC(=O)c1c(NC(=O)C(C)N2CCN(S(=O)(=O)c3cccs3)CC2)sc2c1CCC(C)C2 (stereo unspecified) | 3% | -9% | -1%
O=C(NC1CCCCC1)c1ccc(-c2ccccc2[N+](=O)[O-])o1 | -6% | 29% | 0%
Cc1cc2oc(C(=O)N(Cc3ccc(N(C)C)cc3)Cc3ccco3)c(C)c2cc1Cl | 2% | . | -8%
O=C(O)c1ccc2nc3c(nc2c1)-c1ccccc1C3=O | -3% | 2% | ?
Nc1c(C(=O)c2ccccc2O)cnn1-c1ccc(S(=O)(=O)N2CCOCC2)cc1[N+](=O)[O-] | -2% | 3% | .
CC(=O)Nc1ccc(Nc2nc3c(S(=O)(=O)c4cc(C)ccc4C)nnn3c3ccsc23)cc1 | -7% | . | 1%
COc1ccc(Cc2nc(C(=O)Nc3ccc(OC)cc3)cs2)cc1 | -3% | ? | -20%
Cc1ccc(S(=O)(=O)c2nc(-c3ccccc3F)oc2NCc2ccccc2)cc1 | -5% | . | 11%
COc1ccc(C(=O)NCC(c2ccc3c(c2)OCO3)N2CCOCC2)cc1 (stereo unspecified) | 0% | . | -6%
N/C(=N\OC(=O)CCN1C(=O)c2ccccc2C1=O)c1ccccn1 | -10% | -8% | -4%
COc1ccc(CCNC(=O)CC(C)S(=O)(=O)c2ccc3c(c2)NC(=O)CO3)cc1OC (stereo unspecified) | -2% | -11% | 2%
CCC(CC)NC(=O)c1cccc(Oc2ccccc2)c1 | -8% | -11% | 12%
CCc1cccc2c(C(=O)COC(=O)/C=C/c3ccccc3OC)c[nH]c12 | -11% | -20% | -14%
COc1cccc(OCC(=O)NNC(=O)c2ccc3ccccc3c2O)c1 | -18% | ? | 3%
CC(Sc1nc(N)cc(=O)[nH]1)C(=O)NC1CCCCC1 (stereo unspecified) | 1% | 1% | 27%
CCN1CCN(c2ncc3c(n2)CCN(CC(C)C)C3)CC1 | 0% | . | -8%
C=C1N(c2ccc(Cl)cc2)C(=O)OC1(C)C | 0% | 1% | -1%
C#CC[N+](C)(C)CCCCCCCCCCCC | -5% | ? | -2%
CN(c1ccccc1)C(CNS(=O)(=O)c1ccccc1)c1ccccc1 (stereo unspecified) | -19% | . | -8%
COc1ccc(CNC(=O)COC(=O)CCS(=O)(=O)c2ccc(C)cc2)cc1OC | 2% | -2% | -14%
CC(=O)Nc1ccc(NC(=O)C2CC(=O)N(Cc3ccccc3)C2)cc1 (stereo unspecified) | -5% | 9% | -1%

Following part.
SMILES | GCN5L2 inh | N370S GC | FEN1 inh
CCN(CC(=O)NCc1ccc(Cl)cc1)C(=O)/C=C/c1ccc(Cl)c([N+](=O)[O-])c1 | -31% | ? | 0%
Nc1ccc(N2CCN(c3ccccc3)CC2)c(F)c1 | 1% | 7% | 0%
Cc1cc(Br)ccc1NC(=O)CCN1C(=O)c2ccncc2C1=O | -5% | 5% | -10%
CCOc1c(Br)cc(C(=O)OCC(=O)N2CCc3ccccc3C2)cc1OC | -5% | . | -18%
CCOC(=O)C1=C(c2ccccc2)NC(=S)NC1c1cccc([N+](=O)[O-])c1 (stereo unspecified) | 2% | -4% | -2%
CCOc1ccc(Nc2ncnc3c2c(-c2ccccc2)cn3-c2cccc(C)c2)cc1 | -3% | . | 0%
O=[N+]([O-])c1cccc2ccc(N3CCOCC3)nc12 | -13% | 7% | 9%
CCN(CC)S(=O)(=O)c1ccc2c(c1)nc(SC(C)C(N)=O)n2-c1ccc(OC)cc1 (stereo unspecified) | -3% | -1% | -9%
CC(=O)NCCNc1ncnc2ccc(-c3ccccc3C#N)cc12 | -20% | 29% | .
Cc1cc(C)cc(C(=O)NCC(=O)OCC(=O)N2CCN(S(=O)(=O)c3ccc4ccccc4c3)CC2)c1 | -3% | -4% | -3%
O=C(CSc1nc2ccccc2n1CCc1ccccc1)c1ccc(O)c(O)c1 | ? | 2% | 56µM*
Nc1cc(Oc2ccc(Cl)cc2Cl)nc(N)n1 | -4% | -1% | 5%
Cc1ccc(CNC(=O)CN2C(=O)NC3(CCCC3)C2=O)cc1 | -3% | . | 1%
O=c1c2ccccc2c(-c2n[nH]c(=S)o2)nn1Cc1ccccc1 | -5% | 9% | -4%
Cc1cccc(C)c1NC(=O)CC(C)c1ccccc1 (stereo unspecified) | -4% | -8% | 1%
CCCCCn1c(SCC(=O)OCC)nc2cc(C(=O)N3CCC(C(N)=O)CC3)ccc2c1=O | 0% | -10% | 0%
CC(C)(C)c1ccc(-c2nc(SCCCOc3ccccc3)n3[nH]c(=O)cc3n2)cc1 | ? | . | ?
Cc1ccc(S(=O)(=O)NC(=O)c2cc(C)n(-c3cc(S(=O)(=O)N4CCOCC4)ccc3N3CCCC3)c2C)cc1 | -12% | -18% | 4%
O=C(CCc1ccccc1)Nc1ccc(NC(=O)c2ccco2)nc1 | -8% | 3% | -10%
Cc1ccc(NC(=O)Cn2nc(Cc3ccncc3)c3ccccc3c2=O)c(Cl)c1 | -7% | . | ?
O=C(Cc1ccccc1)NCCS(=O)c1ccc(Cl)cc1 (stereo unspecified) | -7% | 11% | 12%
Cc1csc2nc(COC(=O)CNC(=O)c3ccc(Cl)cc3)cc(=O)n12 | -3% | . | 15%

Full records, looked up by structure.
Listed for Nc1cc(Oc2ccc(Cl)cc2Cl)nc(N)n1 = GCN5L2 inh = -4%; N370S GC = -1%; FEN1 inh = 5%
Listed for CC(C)(C)c1ccc(-c2nc(SCCCOc3ccccc3)n3[nH]c(=O)cc3n2)cc1 = GCN5L2 inh = ?; N370S GC = .; FEN1 inh = ?
Listed for Nc1ccc(N2CCN(c3ccccc3)CC2)c(F)c1 = GCN5L2 inh = 1%; N370S GC = 7%; FEN1 inh = 0%

Limited to N370S GC and GCN5L2 inh (3 entries from above):
Structure	N370S GC	GCN5L2 inh
CCN(CC)S(=O)(=O)c1ccc2c(c1)nc(SC(C)C(N)=O)n2-c1ccc(OC)cc1 (stereo unspecified)	-1%	-3%
CC(=O)NCCNc1ncnc2ccc(-c3ccccc3C#N)cc12	29%	-20%
Cc1cc(C)cc(C(=O)NCC(=O)OCC(=O)N2CCN(S(=O)(=O)c3ccc4ccccc4c3)CC2)c1	-4%	-3%

A portion of the library; the hit share may differ from the screen's.
